LDHA block – blocks human lactate dehydrogenase A; activity change, % (values are at about 110 or 230 µM); AID 1347041; purified LDHA, NADH/diaphorase-resazurin fluorescence; active compounds read low; 0.15% of 480,000 active; in the data active = activity change below about -30%; inconclusive = mostly about -25% to -30%;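 note: plate controls were DMSO wells for no effect and wells without enzyme for full effect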
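Resorufin fluorescence (ex540/em590), read at 0 and 20 min after diaphorase/resazurin addition, reports the NADH left after a 5 min room-temperature reaction of 2 nM human LDH5 with 0.06 mM NADH and 0.2 mM pyruvate.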
ALOX12 inh – ALOX12 (human) lipoxygenase inhibition; AID 1671190; purified 12hLO, xylenol orange hydroperoxide absorbance; 1.1% of 580,000 active; P18054; Potency, µM (titrated, usually from 108 µM), for inactives: top-dose activity change, negative = inhibition, most hits filed as inhibitors; note: potency is the fitted concentration of half-maximal effect; % is set by controls: 0 for no effect and ±100 for the full control effect
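Purified human 12hLO (150 nM final) in 25 mM Hepes, 0.01% Triton X-100, pH 7.0 was preincubated 15 min at room temperature with compound. Then 40 uM arachidonic acid was added, 30 min. Hydroperoxide was read by Fe-XO absorbance ratio 573/405 nm.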
Pol eta inh – inhibitors of human DNA polymerase eta. Q9Y253. recombinant Pol eta, fluorescent DNA replication assay. Potency, µM (highest dose often 114 µM), without a hit: at the highest dose activity change, negative = inhibition, hits mostly inhibitors. 1.2% of 390,000 active. AID 588591; note: potency is the fitted concentration of half-maximal effect; % is set by controls: 0 for no effect and ±100 for the full control effect
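Fluorescent replication assay: 50 nM final substrate added after a 15 min room-temperature compound preincubation with 10 nM enzyme. Signal taken at 0 min and again at 10 min.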
RGS4 inh – inhibitors of human regulator of G protein signaling 4; Potency, µM (highest dose often 114 µM), for inactives: top-dose activity change, negative = inhibition, usual class: inhibitors; Transcreener GDP fluorescence polarization, RGS4-accelerated GTP hydrolysis; 0.039% of 390,000 active; P49798; AID 504845; note: potency is the fitted concentration of half-maximal effect; % is set by controls: 0 for no effect and ±100 for the full control effect; nearly all actives have a fitted effect of over 75% in size; some results filed as inactive show a strong effect at the top dose
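MLSMR compounds (23 nl, pin-transferred) preincubated 10 min at room temperature with a 500nM (2x) first reagent, then RGS4 at 900nM (2x) plus Transcreener GDP mix added; fluorescence polarization (620/688 nm) read before and after 90 min at 30 °C.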
Pol beta inh – inhibitors of human DNA polymerase beta; Pol beta primer extension/strand displacement, fluorescence kinetic; Potency, µM (highest dose often 114 µM), for the others: top-dose activity change, negative = inhibition, usual class: inhibitors; 1.3% of 340,000 active; AID 485314; note: potency is the fitted concentration of half-maximal effect; % is set by controls: 0 for no effect and ±100 for the full control effect
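Kinetic readout of DNA synthesis with strand displacement by Pol beta. Compound and 10 nM enzyme sit 15 min at room temperature; 50 nM substrate starts the reaction, read immediately and at 10 min.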
ERG Ets-DNA blk – blocks human ERG Ets domain binding to DNA | 0.028% of 370,000 active | fluorescence polarization, His-ERG Ets domain / labelled DNA | Potency, µM (series often up to 76.9 µM), for inactives: at the top dose FP activity, negative = inhibition, hits mostly inhibitors | P11308; active = well fitted inhibition curve with a large enough effect in the polarisation, with a control signal flat; inconclusive = small, poorly fitted or top-dose-only effect, or effect the other way, or a change in a side signal; inactive = no such curve, though single readings can be large or run the other way; the % refers to the polarisation;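 note: polarization taken with two DNA probes labelled with fluorescein and Texas red; potency is the fitted concentration of half-maximal effect; % of control where 0% means no effect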
Target sequence (P11308 whole entry, looked up, the tested form may be a part): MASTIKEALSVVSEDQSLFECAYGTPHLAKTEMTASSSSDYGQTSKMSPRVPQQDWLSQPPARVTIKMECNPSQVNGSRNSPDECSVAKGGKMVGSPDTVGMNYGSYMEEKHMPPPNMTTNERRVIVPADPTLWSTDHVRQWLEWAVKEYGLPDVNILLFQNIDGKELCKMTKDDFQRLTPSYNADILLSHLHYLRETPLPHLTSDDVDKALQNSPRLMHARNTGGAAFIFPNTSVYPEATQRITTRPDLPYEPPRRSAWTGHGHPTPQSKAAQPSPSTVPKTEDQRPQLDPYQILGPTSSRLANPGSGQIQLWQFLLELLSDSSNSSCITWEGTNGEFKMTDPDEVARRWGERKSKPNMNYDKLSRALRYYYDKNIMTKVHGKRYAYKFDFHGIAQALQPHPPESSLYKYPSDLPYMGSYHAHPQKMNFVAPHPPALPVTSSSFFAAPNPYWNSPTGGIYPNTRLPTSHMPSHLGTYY
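His-tagged ERG Ets domain (1 uM in the protein solution; 300mM KCl, 50mM Tris-HCl, 1mM EDTA, 1mM DTT, pH 7.5) received compound, then a probe mix of 5 nM fluorescein-DNA and 100nM Texas-615-DNA. Fluorescence polarization was read for both dyes.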
Anesthetic bind – candidate novel general anesthetic via apoferritin binding; P02791; apoferritin/1-aminoanthracene competitive binding, fluorescence; Potency, µM (top dose mostly 77.5 µM), for the others: top-dose activity change, negative = displacement, hits mostly inhibitors; 0.074% of 350,000 active; note: potency is the fitted concentration of half-maximal effect; % is set by controls: 0 for no effect and ±100 for the full control effect; nearly all actives have a fitted effect of over 20% in size
Target sequence (P02791 2-175 limits assumed): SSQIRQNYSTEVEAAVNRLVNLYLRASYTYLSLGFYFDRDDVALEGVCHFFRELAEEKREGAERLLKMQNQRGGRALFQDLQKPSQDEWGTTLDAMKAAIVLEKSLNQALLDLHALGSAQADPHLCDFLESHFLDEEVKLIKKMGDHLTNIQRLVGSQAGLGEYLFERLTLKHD
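Steps: apoferritin (10 uM) was premixed with half-saturated 1-AMA in PBS, compounds were pin-transferred, plates stood 10 min at room temperature, fluorescence was read at 380/535 nm, and curves were fitted with a Hill equation.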
POLK inh – inhibitors of human DNA polymerase kappa. Q9UBT6. purified Pol kappa, fluorescent DNA synthesis assay, 10 min. Potency, µM (top dose mostly 107 µM), for inactives: at the highest dose activity, negative = inhibition, most hits filed as inhibitors. 0.53% of 400,000 active. AID 588579; note: potency is the fitted concentration of half-maximal effect; % is set by controls: 0 for no effect and ±100 for the full control effect
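Readout: fluorescence, taken kinetically at 0 and 10 min. Conditions: 10 nM Pol kappa, 15 min RT compound preincubation, 50 nM substrate final. Controls: enzyme-free buffer wells.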
APE1 inh – APE1 (human) endonuclease inhibition; P27695; Potency, µM (series often up to 65.8 µM), without a hit: top-dose activity change, negative = inhibition, actives largely listed as inhibitors; 0.35% of 350,000 active; recombinant APE1, TAMRA/BHQ-2 abasic DNA cleavage fluorescence;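 note: potency is the fitted concentration of half-maximal effect; plate controls were vehicle for no effect and reference inhibitor for full effect; nearly all actives have a fitted effect of over 55% in size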
Target sequence (P27695 whole entry, looked up): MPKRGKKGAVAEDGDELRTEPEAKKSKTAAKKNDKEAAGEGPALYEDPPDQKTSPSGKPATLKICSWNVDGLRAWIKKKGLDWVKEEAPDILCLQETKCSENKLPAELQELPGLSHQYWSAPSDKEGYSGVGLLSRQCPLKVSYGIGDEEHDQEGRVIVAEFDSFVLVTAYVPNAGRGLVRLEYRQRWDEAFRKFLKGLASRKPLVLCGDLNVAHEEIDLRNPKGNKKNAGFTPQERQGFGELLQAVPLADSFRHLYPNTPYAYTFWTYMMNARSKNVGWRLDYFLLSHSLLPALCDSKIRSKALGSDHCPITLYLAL
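Quantitative HTS: incision of a TAMRA/BHQ-2 double-stranded substrate bearing a tetrahydrofuran abasic site by 0.75 nM APE1 raises fluorescence. Substrate 50 nM final, added after 15 min compound preincubation at room temperature; progress as third-minus-first kinetic read difference.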
The depositor's hits bear a star; i = inactive; ? = inconclusive; . = no result given; ! = a repeat was not active; [ ] = remark or other dose. Unless noted, calls come from the whole dose curve; as a rule, active = well fitted curve in the direction sought with a large enough effect; inconclusive = small, poorly fitted or top-dose-only effect, or another doubt; inactive = no such curve, though single readings can be large; an effect the other way counts as inactive or inconclusive. These rows are one share of the data (hit frequency here may not be typical).

No.	canonical_smiles	Anesthetic bind	Pol beta inh	APE1 inh	POLK inh	LDHA block	Pol eta inh	ALOX12 inh	RGS4 inh	ERG Ets-DNA blk
1	CCN(CC)CCn1c(=S)[nH]c2cc3c(cc2c1=O)OCO3	-12%	4%	-4%	-8%	-3	-5%	-26%	-10%	1%
2	COc1cc(/C=C2\C(=N)N3N=C(C)SC3=NC2=O)cc(Cl)c1OCCOc1ccc(NC(C)=O)cc1	-2%	3%	10%	-2%[60.1 µM]	1	89µM*	0%	?	-1%
3	CN1C(=O)NC(c2ccccc2[N+](=O)[O-])C2=C1CCCC2=O (centres undefined)	-6%	4%	-3%	-30%	4	-30%	16%	-8%	?
4	COc1ccc(-n2c(=S)[nH]c3cc(C(=O)NCCCN4CCOCC4)ccc3c2=O)cc1	3%	40%	-5%	-14%	-1	-6%	-24%	-9%	2%
5	CCOC(=O)c1cc(CC)sc1NC(=O)CN1CCN(C(=O)C2CCCO2)CC1 (centres undefined)	-19%	1%	30%	-17%	0	-2%	4%	-4%	6%
6	COCC(=O)N1CCCN(c2nc3c(C)cccc3cc2C#N)CC1	41%[activator]	19%	13%	-10%	-3	-3%	0%	12%	-2%
7	CCC1Oc2ccc(C)cc2N(CC(=O)NCCc2ccc(OC)c(OC)c2)C1=O (centres undefined)	.	.	.	-16%	-8	-9%	-2%[57.4 µM]	22%	5%
8	CCc1ccc(CNC(=O)CCc2nc(-c3cccs3)no2)cc1	-21%	28%	5%	-21%	-2	-18%	-16%	-1%	4%
9	CCN(c1ccccc1)S(=O)(=O)c1ccc(Cl)c(C(=O)NC2CCN(Cc3ccccc3)CC2)c1	.	.	.	-3%	-2	-24%	-8%	-5%	3%
10	CCC1=C(c2ccc(C)cc2)S(=O)(=O)N=C1N1CCC(C(=O)NCc2ccc(C)cc2)CC1	-15%	15%	.	?	-17	-5%	-12%	11%	0%
11	Cc1ccc2cc(C#N)c(N3CCCN(S(=O)(=O)c4ccccc4)CC3)nc2c1C	.	.	.	-20%	-4	-5%	-18%	3%	7%
12	O=C(CNC(=O)c1cccs1)Nc1ccc(N2CCOCC2)cc1	.	.	-3%	-15%	-1	-5%	182%[activator]	11%	0%
13	Cc1nc2nc(SCC(=O)c3ccc([N+](=O)[O-])cc3)[nH]c2cc1Br	-3%	0%[57.1 µM]	-2%	-4%	3	-10%	-24%	-50%	-2%
14	COc1ccc(-c2nn(C)c3sc(C(=O)N4CCN(c5ccccc5F)CC4)cc23)cc1OC	-10%	2%	.	-3%	-8	-21%	-21%	11%	1%
15	Cc1ccccc1NS(=O)(=O)c1ccc2[nH]c3c(c2c1)CCCCC3	-19%	4%	.	-7%	-3	-17%	-27%	-11%	-2%
16	Cn1cc(Br)c(C(=O)NNC(=O)c2ccc(Br)cc2)n1	-11%	14%	?	-10%	-6	-4%	0%	-10%	0%
17	COc1ccc(CCNC(=O)C(=O)NCC2OCCN2C(=O)c2ccc(Cl)cc2)cc1OC (centres undefined)	-9%	13%	-6%	-4%	-6	-17%	15%	9%	12%
18	O=C(Cn1ccc2ccccc2c1=O)NCCC(=O)N1CCN(c2cccc(Cl)c2)CC1	-17%	0%	-1%	-11%	2	4%	-1%	-7%	-13%
19	O=C(Nc1c(Cl)cc2c(c1Cl)Cc1cc([N+](=O)[O-])ccc1-2)C(Cl)Cl	.	.	.	-4%	-2	-15%	-27%	-32%	-16%
20	COC(=O)c1ccccc1NC(=O)c1ccc2nc(Cc3ccccc3)oc2c1	5%	?	.	-10%[60.1 µM]	-1	2%	6%	18%	1%

More compounds
No.	canonical_smiles	Anesthetic bind	Pol beta inh	APE1 inh	POLK inh	LDHA block	Pol eta inh	ALOX12 inh	RGS4 inh	ERG Ets-DNA blk
21	COc1ccc(Cn2ccnc2SCC(=O)Nc2ccccc2F)cc1	?	2%	23%	11%	0	2%	i	11%	5%
22	O=c1oc2cc(O)ccc2cc1-c1nnc(Nc2ccccc2F)s1	60%[activator]	?	.	-34%	-5	.	-8%	-40%	-7%
23	Cc1cc(C)c2nc(NCc3ccccc3O)sc2c1	-11%	10%	18%	-5%[60.1 µM]	0	-12%	0%	18%	17%
24	CC(C)(C)OC(=O)N1CCC[C@H]1c1nnc(SCc2ccccc2)o1	-6%	6%	0%	-9%	-3	1%	235%[activator]	-13%	?
25	O=C(CSc1nnc2ccccn12)NCc1ccco1	-5%	-2%	-4%	-4%	-10	9%	2%	25%	-15%
26	COc1ccc(NC(=O)C2CCCN2C(=O)NC2CCCCC2)cc1 (centres undefined)	-6%	6%	43%	-16%	-5	-21%	-22%	-41%	-3%
27	O=C(Nc1cc(C(=O)Nc2ccc(S(=O)(=O)O)cc2S(=O)(=O)O)cc(C(=O)Nc2ccc(S(=O)(=O)O)cc2S(=O)(=O)O)c1)Nc1cc(C(=O)Nc2ccc(S(=O)(=O)O)cc2S(=O)(=O)O)cc(C(=O)Nc2ccc(S(=O)(=O)O)cc2S(=O)(=O)O)c1	.	0.22µM*	7.9µM*	0.18µM*!	-38*	0.1µM*	27%	i	.
28	Cc1ccc(Cl)cc1N1CCN(Cc2nnnn2C2CCCCC2)CC1	-7%	-1%	-3%	-5%	4	-24%	0%	8%	-9%
29	O=S(=O)(c1ccccc1)c1nc(-c2ccc(Cl)cc2Cl)oc1N1CCCCC1	643%[activator]	2%	.	-4%[60.1 µM]	-2	-17%	-14%	12%	-4%
30	O=c1[nH]cnc2nn(-c3ccccc3)nc12	?	-1%	-8%	-2%	-18	-6%	0%	-11%	-4%
31	Cc1cc(N2CCN(c3ncccn3)CC2)nc2c(C)cccc12	6%	-22%	48%[activator]	1%	-5	-23%	.	11%	7%
32	C=CCSc1nnc(NC(=O)c2ccc(N3CCCC3=O)cc2)s1	.	.	4%	8%	-1	-15%	2%	-3%	-3%
33	C=CCc1ccc(OCC(O)CN2CCc3ccccc3C2)c(OC)c1 (centres undefined)	-8%	17%	1%	-16%	1	-5%	8%	8%	?
34	O=C(C1CCCCC1)N(Cc1nc2sc3c(c2c(=O)[nH]1)CCCC3)Cc1cccs1	-14%	26%	-6%	-9%	0	-18%	-16%	8%	-7%
35	COC(=O)CNC(=O)C(NC(=O)c1ccc(Cl)cc1)C(C)C (centres undefined)	-10%	-6%	0%	1%	-3	-10%	-21%	-37%	-3%
36	Cn1nc(C(=O)NCc2cccc(Cl)c2)c2c1-c1ccccc1SC2	3%	0%	.	-11%	-5	-14%	5%	7%	2%
37	CC(C)(C)OC(=O)N1CCC(c2c(C(=O)NC3CC3)cnn2-c2ccccc2)CC1	-11%	51%[activator]	-6%	-7%	-3	-16%	-2%	7%[56.9 µM]	1%
38	CCn1c(-c2cc3ccccc3cc2O)n[nH]c1=S	62%[activator]	1%	1%	-2%	2	-4%	?	-21%	7%
39	NNc1nc2sc3c(c2c(=O)n1C1CCCCC1)CCN(Cc1ccccc1)C3	-14%	13%	-2%	0%	2	-14%	-2%	-23%	8%
40	CC(=O)c1cccc(NC(=O)C2CCN(S(=O)(=O)c3ccc4[nH]c(=O)ccc4c3)CC2)c1	-3%	-2%	.	-2%[60.1 µM]	0	-15%	-1%	-2%	0%

By substructure, those above containing fluorine.
No.	canonical_smiles	Anesthetic bind	Pol beta inh	APE1 inh	POLK inh	LDHA block	Pol eta inh	ALOX12 inh	RGS4 inh	ERG Ets-DNA blk
14	COc1ccc(-c2nn(C)c3sc(C(=O)N4CCN(c5ccccc5F)CC4)cc23)cc1OC	-10%	2%	.	-3%	-8	-21%	-21%	11%	1%
21	COc1ccc(Cn2ccnc2SCC(=O)Nc2ccccc2F)cc1	?	2%	23%	11%	0	2%	i	11%	5%
22	O=c1oc2cc(O)ccc2cc1-c1nnc(Nc2ccccc2F)s1	60%[activator]	?	.	-34%	-5	.	-8%	-40%	-7%

New compounds follow:
No.	canonical_smiles	Anesthetic bind	Pol beta inh	APE1 inh	POLK inh	LDHA block	Pol eta inh	ALOX12 inh	RGS4 inh	ERG Ets-DNA blk
41	CC1=CC(=O)C=C(C)C1=NOS(=O)(=O)c1ccccc1	?	-2%	-1%	-2%	38	-12%	-17%	-9%[11.4 µM]	7%
42	COc1ccc(N2CCN(Cc3cc(=O)c(OCC(=O)NC4CCCC4)co3)CC2)cc1	.	.	-2%	-7%	-5	-4%	-15%	11%	1%
43	COc1ccc(C(CNC(=O)c2cccc(S(=O)(=O)Nc3ccc(F)cc3)c2)N2CCCCC2)cc1 (centres undefined)	.	.	.	-1%	-4	-4%	246%[activator]	-21%	2%
44	Nc1ccc(S(=O)(=O)Nc2cnc3c(Cl)cccc3n2)cc1	.	.	.	-8%	-7	1%	-17%	5%	.

Quoted at random: three entries already listed.
No.	canonical_smiles	Anesthetic bind	Pol beta inh	APE1 inh	POLK inh	LDHA block	Pol eta inh	ALOX12 inh	RGS4 inh	ERG Ets-DNA blk
21	COc1ccc(Cn2ccnc2SCC(=O)Nc2ccccc2F)cc1	?	2%	23%	11%	0	2%	i	11%	5%
40	CC(=O)c1cccc(NC(=O)C2CCN(S(=O)(=O)c3ccc4[nH]c(=O)ccc4c3)CC2)c1	-3%	-2%	.	-2%[60.1 µM]	0	-15%	-1%	-2%	0%
7	CCC1Oc2ccc(C)cc2N(CC(=O)NCCc2ccc(OC)c(OC)c2)C1=O (centres undefined)	.	.	.	-16%	-8	-9%	-2%[57.4 µM]	22%	5%

Bioassay records as filed in PubChem.
